Screening data: PubChem BioAssay, Broad Institute
RAD52 inh = inhibitors of human RAD52 DNA annealing. P43351. recombinant RAD52 DNA annealing, FRET fluorescence. inhibition, % at 18.7 µM. 360,000 tested, 0.46% active. AID 651710;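 active = every replicate showing at least 50% inhibition; inconclusive = mean inhibition at least 50% but not in every replicate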
Target sequence (P43351 whole entry, looked up): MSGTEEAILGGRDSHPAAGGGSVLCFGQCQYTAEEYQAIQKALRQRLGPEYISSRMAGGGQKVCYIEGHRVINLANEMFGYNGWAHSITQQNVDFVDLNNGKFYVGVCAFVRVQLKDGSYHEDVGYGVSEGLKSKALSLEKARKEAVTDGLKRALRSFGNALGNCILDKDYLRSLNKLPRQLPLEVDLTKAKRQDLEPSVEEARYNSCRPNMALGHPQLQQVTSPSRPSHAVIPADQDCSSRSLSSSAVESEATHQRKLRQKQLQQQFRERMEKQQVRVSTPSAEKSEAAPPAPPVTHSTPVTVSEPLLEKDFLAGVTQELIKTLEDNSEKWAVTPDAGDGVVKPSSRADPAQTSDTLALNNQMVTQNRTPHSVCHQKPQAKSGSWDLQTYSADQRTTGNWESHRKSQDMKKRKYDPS
esBAF inh = inhibitors of esBAF chromatin remodeling in mouse ES cells | Bmi1-luciferase knock-in reporter, 24 h; 100% = twice the neutral-well signal | reporter increase, % at 12.5 µM | AID 602393 | 350,000 tested, 2% active; in the data active = activation above about 40%; inconclusive = no clear call, values can overlap the other calls;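 also: 0% = median of the plate's neutral control wells and 100% = double that signal; a rise in the Bmi1 reporter signal indicates esBAF inhibition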
S100A4 inh HTS = S100A4-myosin IIA interaction inhibition; P26447; S100A4/TAMRA-MyoIIA peptide fluorescence polarization; inhibition, % at 10.7 µM; 360,000 tested, 0.14% active;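 active = mean inhibition of at least 70% across replicates, with every replicate also reaching that level; inconclusive = mean inhibition reaches 70% but some replicates fall short; inactive = mean inhibition below 70%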
Target sequence (P26447 whole entry, looked up): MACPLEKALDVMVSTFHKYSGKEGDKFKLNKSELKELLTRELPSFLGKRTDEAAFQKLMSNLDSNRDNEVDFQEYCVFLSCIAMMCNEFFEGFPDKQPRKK
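Test system: S100A4 monomer protein. Medium: HEPES buffer with Ca2+, pH 7.2. Reagent: fluorescent myosin IIA peptide, 5 nM. Compound dosing: single-point compound testing. Timing: 5 min between mix addition and reading. Benchmarks: DMSO neutral and TFP positive wells.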
EWS-Fli block = inhibitors of EWS/Fli oncoprotein transcriptional activity; AID 651661; inhibition, % at 12.6 µM; A673 NR0B1-luciferase reporter, viability-normalised; 350,000 tested, 0.67% active;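 active = mean inhibition of at least 50% after viability correction, with every replicate also passing that limit; inconclusive = mean reaches 50% but only one of two replicates passes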;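 also: firefly luciferase signal divided by Alamar Blue viability fluorescence both relative to DMSO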
Xi reactivation = X-chromosome reactivation activator. XiGFP mouse fibroblasts, % GFP-positive cells imaging, 3 d; cells co-treated with 5-aza-dC sensitizer; scaled so ellipticine positive control = 100%. activation, % at 7.58 µM. 360,000 tested, 0.055% active. AID 743238;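 active = mean normalized replicate activation at least 10% and every replicate at or above 10%; inconclusive = only one of the two criteria met; inactive = mean below 10% and not all replicates reach 10%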;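 also: 0% = median of on-plate neutral control wells and 100% = ellipticine 6 µM median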
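Assay system: SV40-immortalized XiGFP fibroblast cells, line 68-5-11; buffer or medium: DMEM plus 5-aza-dC sensitizer; compound: one concentration, pinned; timing: compounds 3 days, fix/stain 15 min at room temperature; benchmarks: positive control ellipticine, 6 µM final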
RAD54 branch = blocks human RAD54 Holliday junction branch migration. FAM/BHQ fluorescence. inhibition, % at 10.4 µM. 360,000 tested, 0.14% active. AID 602329;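 active = mean normalized replicate activity at least 40 and at least half of replicates scoring 40 or more; inconclusive = only one of the two criteria met; inactive = mean below 40 and under half of replicates reaching 40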;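 also: 0% = median of neutral control wells and 100% = median of positive control wells; inhibitors cause a drop in the FAM fluorescence signal; in these data hits start at about 50%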
E-sel inducer = E-selectin induction on HUVECs | P16581 | HUVEC E-selectin immunofluorescence imaging; normalized: neutral wells 0, TNF-alpha wells 100 | activation, % at 7.58 µM | 260,000 tested, 0.37% active;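 active = mean E-selectin-positive cell signal at least 10% of the positive control, reached in at least 60% of replicates, without over 20% cell loss; inconclusive = no rule given, readout overlaps actives, possibly toxicity-flagged; inactive = the rest, including those meeting only one limit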;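 also: in these data hits start at about 27%; measured in HUVEC primary endothelial cells; signal is the percent of cells scored E-selectin positive by PE staining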
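Assay system: HUVEC, human umbilical vein endothelial cells / Amount: 3,000 HUVEC/well / Controls: TNF-alpha positive control, DMSO neutral control / Compound dosing: single concentration / Medium: EGM-2 over gelatin coat / Evaluation: percent E-selectin-positive cells / Signal: immunofluorescence imaging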
FN deposition inh = fibronectin deposition inhibition; AH1F fibroblasts, Alexa488-fibronectin deposition fluorescence, overnight; inhibition, % at 12.6 µM; 350,000 tested, 0.086% active;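 active = mean inhibition across replicates of 30% or more, regardless of how many single replicates reach that level; inconclusive = mean under 30% yet at least half of replicates reach 30%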;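 also: positive control wells lacked labelled fibronectin entirely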
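Material: AH1F fibroblast monolayer depositing Alexa488-labelled fibronectin into matrix / Amount: 10000 AH1F cells per well / Signal: fluorescence 485/525 nm / Medium: DMEM, 2% serum / Compound: single dose, pinned / Incubation: 1 h cell adhesion before compound, then overnight fibronectin incubation / Reagent: Alexa488-FN, 24 nM final / Read-out: inhibition of fibronectin deposition signal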
Numbers without * were called inactive; u = inconclusive; x = no result given.

SMILES	RAD52 inh	esBAF inh	S100A4 inh HTS	EWS-Fli block	Xi reactivation	RAD54 branch	E-sel inducer	FN deposition inh
COc1cccc(S(=O)(=O)N[C@H]2C=C[C@H](CC(=O)NCc3ccccc3)O[C@H]2CO)c1	-7	x	8	x	-0.5	x	1.1	x
CC(=O)N1[C@@H]2c3ccc(-c4ccccc4F)c(=O)n3C[C@H]1[C@H](CO)[C@H]2C(=O)NC1CCC1	2	-3	4	-3	0.6	23	-0.2	x
C[C@@H]1CN([C@@H](C)CO)C(=O)c2cc(NC(=O)Nc3cccc4ccccc34)ccc2O[C@H]1CN(C)C	23	-1	7	10	-0.5	16	-6.8	x
CN(C(=O)CSc1ccc(S(=O)(=O)N2CCCCC2)cn1)c1ccccc1	-16	3	-3	0	-0.1	0	0.1	-1
Cn1c(=O)c(=O)n(C)c2cc(S(=O)(=O)CCC(=O)Nc3c(F)c(F)c(F)c(F)c3F)ccc21	-1	-7	-2	-1	0.3	0	-0.1	8
COc1ccc(-c2sc(Nc3ccc(F)c(F)c3F)nc2CCC(=O)NN)cc1	-8	37	-1	-5	0.1	8	0.2	-6
COc1ccccc1CN(C)C[C@@H]1OCc2cn(nn2)CCCC(=O)N([C@H](C)CO)C[C@H]1C	5	7	-3	-1	0.3	3	1.4	-5
O=C(NC(NC(=S)Nc1cc(Cl)ccc1Cl)C(Cl)(Cl)Cl)c1ccco1 (configuration not stated)	5	-7	0	4	x	9	x	x
O=[N+]([O-])c1cncc([N+](=O)[O-])c1Nc1ccccc1Cl	0	-7	1	3	0.0	3	x	2
COc1ccc(NC(=O)Nc2ccc3c(c2)CC(=O)N([C@H](C)CO)C[C@H](C)[C@H](CN(C)S(C)(=O)=O)O3)cc1	1	-1	3	2	-1.1	2	x	x
O=C1NC(=Nc2ccccc2)S/C1=C\c1cccs1	-56	x	0	-55	0.1	x	x	-10
Cc1ccc(N(CCC(=O)N2CCOCC2)S(=O)(=O)c2ccccc2)cc1	-7	-4	2	-11	0.2	-1	-0.6	3
O=C(COC(=O)CCS(=O)(=O)c1ccccc1)Nc1ccc(N2CCCCC2)cc1	-5	8	-8	-4	0.2	-2	5.7	-3
C[C@@H]1CN([C@H](C)CO)C(=O)c2cccc(NC(=O)c3ccncc3)c2O[C@@H]1CN(C)Cc1ccccc1	-8	-2	12	3	0.1	-1	0.4	x
COc1cccc(C#Cc2ccc3c(c2)O[C@H](CN(C)C(=O)CN2CCOCC2)[C@H](C)CN([C@H](C)CO)S3(=O)=O)c1	24	13	15	12	0.2	-18	0.3	8
C[C@H](CO)N1C[C@H](C)[C@@H](CN(C)CC2CCCCC2)Oc2ccc(NC(=O)Cc3cn(C)c4ccccc34)cc2CC1=O	-28	1	-1	14	0.0	-4	4.5	7
CC(=O)N1c2ccc(S(=O)(=O)N3CCC(C(=O)Nc4cccc(C)c4C)CC3)cc2CC1C (configuration not stated)	-15	5	0	3	0.1	6	x	-6
CCCC(C)NC(=O)COC(=O)c1cc(Br)c(Br)s1 (configuration not stated)	-7	-9	28	1	0.4	-7	0.0	7
O=C(Nc1ccc2c(c1)OCCO2)c1cnccn1	-16	11	-5	-9	x	7	x	x
CC(C)(C)NC(=O)NC(=O)CN1CCN(c2cccc(Cl)c2)CC1	-3	x	8	6	-0.1	x	0.1	2
CC(=O)c1sc(N/N=C\c2cccc(Br)c2)nc1C	-26	u	-10	-20	0.0	x	0.9	-5
CCc1nc2ccc(C(=O)NCCCN3CCCC3=O)cn2c1N(C=O)CC	-7	-5	0	1	-0.1	5	11	4
CCc1cc2cc(C)cc(C)c2nc1SCC(=O)NNC(=O)c1ccco1	-17	x	-2	3	0.1	x	x	0
CC(C)C(NC(=O)C(Cc1ccccc1)NC(=O)OCc1ccccc1)C(=O)O (configuration not stated)	-14	x	-2	-10	0.1	x	x	-6
Cc1cc(C)cc(OCC(=O)NCCc2nc3ccccc3[nH]2)c1	-1	5	-16	4	0.2	-4	0.0	2
CC(C)(C)c1cc(Cl)ccc1OCCn1ccnc1	2	4	-5	11	0.1	1	x	-1
C[C@@H]1CN([C@@H](C)CO)C(=O)c2cc(NC(=O)Nc3cccc4ccccc34)ccc2O[C@H]1CN(C)S(=O)(=O)c1ccccc1	-7	-4	1	-10	0.0	-3	0.1	2
Cc1nc2ncccn2c1-c1csc(Nc2ccc(N(C)C)cc2)n1	4	x	-4	u	0.4	x	6.2	-21
Cc1ccc2c(c1)C(=O)C(=O)N2Cc1ccc(Br)cc1	-2	2	1	-18	1.0	3	0.1	3
O=C(NCc1ccccn1)c1cc(-c2ccc(-c3ccccc3)cc2)nc2ccccc12	-24	45*	-11	-56	0.2	x	-8.8	-14
COC(=O)[C@]12CCCCC=C1N(Cc1ccccc1)C(=O)[C@H](CC(=O)NCCCCc1ccccc1)C2	-13	x	4	9	0.0	x	-0.4	x
CC1CCCC(NC(=O)CCn2c(=S)oc3ccccc32)C1C (configuration not stated)	-9	0	-2	-8	-0.2	5	x	4
CCCCCC1C/C(=N\O)C=C(C)C1C(=O)OC (configuration not stated)	-14	x	-9	6	0.0	0	x	3
C/C=C(\C)C(=O)NCCN1C2=NC[C@H](C)N2C[C@@H]1Cc1ccc(OC)cc1	-4	4	-1	-4	0.0	1	-0.1	-8
CCOC(=O)C1(Cc2ccc(Cl)cc2)CCN(Cc2cn(CC)nc2C)CC1	-5	x	0	11	0.0	6	-0.8	1
CC(=O)Nc1ccc(S(=O)(=O)NC(C)c2ccccc2)cc1 (configuration not stated)	-13	-5	-3	8	0.0	-3	2.2	5
CC(NC(=O)c1ccc2ccccc2n1)c1ccc(Br)cc1 (configuration not stated)	-18	2	0	7	0.3	12	0.2	3
O=C(CCC1CCCCC1)NCc1ccc(F)cc1	-12	x	-3	3	0.0	x	x	-3
Cc1ccc2nc(NC(=S)NC(=O)c3ccco3)sc2c1	-28	x	3	-28	0.1	x	x	-1
Cc1noc(C)c1S(=O)(=O)N(C)C[C@H]1Oc2ccc(NC(=O)C3CCCCC3)cc2C(=O)N([C@H](C)CO)C[C@@H]1C	-14	2	0	9	0.0	3	-0.1	-8
O=C(NCCc1cccc(C(F)(F)F)c1)C1CCC(=O)N(C2CC2)C1 (configuration not stated)	-19	2	0	-8	-0.1	6	-0.1	-6
CC=CCn1c(SCCCc2ccccc2)nc2c1c(=O)[nH]c(=O)n2C	-4	-9	-2	2	-0.1	5	x	-4
Cc1ccc(S(=O)(=O)N2CCCCC2)cc1NC(=O)c1ccc(Br)o1	4	-3	-4	12	0.1	x	0.0	4
COC(=O)[C@]12C[C@H](CC(=O)N3CCC(c4ccccc4)CC3)C(=O)N(CCC3=CCCCC3)C1=C[C@H](COCc1ccccc1)O[C@@H]2C	-11	x	-1	21	0.1	x	-0.1	2
Cc1c(OCC(=O)NCc2ccccn2)ccc2c3c(c(=O)oc12)CCCC3	-18	1	-7	-3	0.0	-1	x	11
c1ccc(Nc2nc(NCC3CCCO3)c3ccccc3n2)cc1 (configuration not stated)	7	-32	-2	25	0.0	24	-0.6	x
CC1CCC2(CC1)NC(=O)N(CC(=O)Nc1ccc3c(c1)OCCCO3)C2=O (configuration not stated)	-6	2	-4	-6	-0.1	-4	x	3
COCc1cn(CC[C@H]2CC[C@@H](NC(=O)Cc3cccnc3)[C@H](CO)O2)nn1	0	-3	22	-8	-0.7	2	-0.2	4

Rewritten bar-delimited: 3 of the compounds above.
SMILES | RAD52 inh | esBAF inh | S100A4 inh HTS | EWS-Fli block | Xi reactivation | RAD54 branch | E-sel inducer | FN deposition inh
O=C(NCCc1cccc(C(F)(F)F)c1)C1CCC(=O)N(C2CC2)C1 (configuration not stated) | -19 | 2 | 0 | -8 | -0.1 | 6 | -0.1 | -6
CC=CCn1c(SCCCc2ccccc2)nc2c1c(=O)[nH]c(=O)n2C | -4 | -9 | -2 | 2 | -0.1 | 5 | x | -4
COC(=O)[C@]12C[C@H](CC(=O)N3CCC(c4ccccc4)CC3)C(=O)N(CCC3=CCCCC3)C1=C[C@H](COCc1ccccc1)O[C@@H]2C | -11 | x | -1 | 21 | 0.1 | x | -0.1 | 2

Further structures follow.
SMILES	RAD52 inh	esBAF inh	S100A4 inh HTS	EWS-Fli block	Xi reactivation	RAD54 branch	E-sel inducer	FN deposition inh
CC(Oc1ccc2ccc(=O)oc2c1)C(=O)NC1CC(C)(C)NC(C)(C)C1 (configuration not stated)	-2	4	-9	x	0.6	1	x	1
CCCc1nc2c(s1)CCc1onc(-c3ccc(OC)cc3)c1-2	x	-4	x	9	0.2	1	-0.1	7
CC(C)=N/N=c1\scc(C)n1Cc1ccco1	-12	x	-13	8	0.0	x	1.6	4
CN(C)C(=O)c1ccc(-c2ccc([C@@H]3[C@@H](CO)N4C(=O)CN(C(=O)CC5CC5)C[C@@H]34)cc2)cc1	-2	x	5	-6	0.1	x	0.1	4
Cn1c(CNC(=O)c2ccccc2F)nnc1SCc1ccc(F)cc1	-6	x	3	12	0.0	x	x	0
Cc1ccccc1NC(=S)N/N=C/C(C)c1ccccc1 (configuration not stated)	-18	10	-3	-10	0.5	0	-4.0	-8
CCCC(=O)Nc1ccc2c(c1)OC[C@@H](C)N(C(C)=O)C[C@H](C)[C@H](OC)CN(C)C2=O	-15	-1	8	0	0.6	-9	0.0	-2
O=C(O)/C(=C\c1cccc(F)c1)c1ccc(S(=O)(=O)N2CCCCC2)s1	-22	x	1	-3	0.0	x	x	0
Cc1c(C(=O)N2CCCCCC2(C)C(=O)NCC(C)C)oc2ccccc12 (configuration not stated)	3	3	8	8	0.3	-13	0.1	-3
COc1ccccc1-c1ccc2n(c1=O)C[C@H]1[C@H](CO)[C@@H](C(=O)NCc3ccccn3)[C@@H]2N1C	6	x	1	-1	-0.1	x	-0.1	x
CCCN(CCC)CCCn1c(=O)[nH]c2ccccc21	-7	3	2	-5	0.0	-6	x	-6
O=C(CSc1ccc(-c2ccco2)nn1)NCCc1ccccc1	-24	x	-8	-7	-0.1	x	2.5	0
C[C@@H]1CCCCO[C@H](CN(C)Cc2ccccc2)[C@@H](C)CN([C@H](C)CO)C(=O)c2cc(NS(=O)(=O)c3ccccc3)ccc2O1	4	-3	0	-10	-1.1	-2	2.0	x
CCOc1ccc2nc(NC(=O)COc3ccc(N(C)S(=O)(=O)c4ccc(C)cc4)cc3)sc2c1	-12	12	-3	-8	-0.1	x	3.8	-4
C[C@@H]1CCCCO[C@@H](CN(C)C(=O)Nc2cccc3ccccc23)[C@H](C)CN([C@@H](C)CO)C(=O)c2cc(NS(=O)(=O)c3ccc(Cl)cc3)ccc2O1	3	8	1	-1	0.1	0	x	-2
COc1cc(OC)c(-c2nn3c(C4CCCCC4)nnc3s2)cc1OC	9	1	-4	14	x	1	x	x
